Screens from PubChem BioAssay.
PI5P4K alpha inh = blocks human PI5P4K alpha kinase activity; PI5P4Kalpha enzyme, ADP-Glo luminescence, 60 min; stronger effect = lower value; max response, %; actives 1.2% (n = 330,000); AID 652105; active = max response of -50% or lower; inconclusive = between -30% and -50%; inactive = -30% or higher; note: value at the top dose of about 77 µM; % is set by controls: 0 for no effect and ±100 for the full control effect
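ADP-Glo luminescence end-point after a 60 min room-temperature kinase reaction. PI5P4Kalpha and substrate in HEPES pH 7.4 buffer with EGTA, 0.1% CHAPS and 5% DMSO; ATP at 5 microM final.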
DRD3 antagonist = D3 dopamine receptor (human) antagonism; actives 2.5% (n = 360,000); D3R cells, DiscoveRx beta-arrestin luminescence, antagonist mode; stronger effect = lower value; max response, negative = inhibition, %; P35462; in the data active = max response below about -50%; inconclusive = no clear call, values can overlap the other calls; note: % is set by controls: 0 for no effect and ±100 for the full control effect; mostly tested at two doses, the higher about 12 µM
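Cells plated overnight at 1500 cells/well, then exposed to library compounds with dopamine controls for 90 minutes at 37 degrees C. DiscoveRx reagent added for 30–60 minutes at room temperature; luminescence read, quantitative HTS format.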
WRN inhibitor = blocks human WRN helicase; AID 651768; actives 0.46% (n = 360,000); Q14191; Potency, µM (series often up to 114 µM), for inactives: at the highest dose activity change, negative = inhibition, hits mostly inhibitors; WRN helicase unwinding, fluorescent forked duplex, kinetic; note: potency is the fitted concentration of half-maximal effect; % is set by controls: 0 for no effect and ±100 for the full control effect; nearly all actives have a fitted effect of over 55% in size
Target sequence (Q14191 whole entry, looked up): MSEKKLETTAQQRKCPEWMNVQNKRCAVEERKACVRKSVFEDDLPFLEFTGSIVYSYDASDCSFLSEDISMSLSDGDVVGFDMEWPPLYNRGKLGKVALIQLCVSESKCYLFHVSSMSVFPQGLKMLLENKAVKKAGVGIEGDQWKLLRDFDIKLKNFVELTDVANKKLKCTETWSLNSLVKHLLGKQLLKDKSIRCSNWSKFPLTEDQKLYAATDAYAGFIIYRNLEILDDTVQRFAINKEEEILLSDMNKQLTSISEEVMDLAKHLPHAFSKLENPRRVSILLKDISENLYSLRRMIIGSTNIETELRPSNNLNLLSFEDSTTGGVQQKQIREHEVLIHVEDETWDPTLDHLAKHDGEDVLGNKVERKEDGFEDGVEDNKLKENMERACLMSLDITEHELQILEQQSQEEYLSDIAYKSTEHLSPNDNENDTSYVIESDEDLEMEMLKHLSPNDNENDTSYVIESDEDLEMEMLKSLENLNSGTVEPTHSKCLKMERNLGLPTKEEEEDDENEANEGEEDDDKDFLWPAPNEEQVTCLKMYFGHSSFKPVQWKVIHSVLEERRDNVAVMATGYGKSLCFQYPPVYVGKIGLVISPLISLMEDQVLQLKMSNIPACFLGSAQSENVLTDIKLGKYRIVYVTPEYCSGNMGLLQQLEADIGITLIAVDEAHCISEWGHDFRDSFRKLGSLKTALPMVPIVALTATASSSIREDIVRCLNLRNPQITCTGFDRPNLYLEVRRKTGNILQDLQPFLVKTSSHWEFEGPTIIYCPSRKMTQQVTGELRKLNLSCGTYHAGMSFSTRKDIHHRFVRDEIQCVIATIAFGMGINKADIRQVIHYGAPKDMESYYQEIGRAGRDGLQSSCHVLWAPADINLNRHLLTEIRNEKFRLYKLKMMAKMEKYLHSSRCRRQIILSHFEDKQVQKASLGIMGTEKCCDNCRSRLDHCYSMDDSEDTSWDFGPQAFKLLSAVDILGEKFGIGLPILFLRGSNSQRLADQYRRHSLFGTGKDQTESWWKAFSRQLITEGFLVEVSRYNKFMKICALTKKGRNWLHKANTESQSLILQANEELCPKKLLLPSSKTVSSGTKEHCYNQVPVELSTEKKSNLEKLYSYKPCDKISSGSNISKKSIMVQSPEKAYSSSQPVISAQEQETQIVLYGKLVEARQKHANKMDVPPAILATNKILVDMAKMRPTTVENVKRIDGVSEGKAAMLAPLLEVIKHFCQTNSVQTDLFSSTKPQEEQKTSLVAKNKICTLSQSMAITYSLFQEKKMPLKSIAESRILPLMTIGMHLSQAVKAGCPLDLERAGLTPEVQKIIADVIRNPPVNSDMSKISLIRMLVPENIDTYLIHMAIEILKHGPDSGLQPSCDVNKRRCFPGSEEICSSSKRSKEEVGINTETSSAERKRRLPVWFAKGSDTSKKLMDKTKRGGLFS
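Enzyme (20 nM final) and test compound sit together 15 min at room temperature before substrate addition. Substrate is a single-forked duplex oligonucleotide (100 nM) labelled with fluorophore and quencher, with 2 mM ATP; helicase unwinding raises red fluorescence, read kinetically.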
IL2 activator = activates IL-2 in a cell-based reporter assay; IL-2 activation reporter assay, cell-based qHTS; stimulated with anti-CD3/CD4/CD28 beads; in transgenic mouse T cells; activation, % (series mostly up to about 46 µM); actives 0.065% (n = 360,000); AID 652025; in the data active = activation above about 50%; inconclusive = mostly about 30% to 49%; note: 0% is about no effect
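Unstimulated transgenic mouse T cells; 60-min compound exposure; bead-based TCR/CD4/CD28 stimulation; 18 h culture, 37 degrees C; dual fluorescence (EGFP, DsRed) plate cytometry.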
D3 ag = activates the human D3 dopamine receptor; P35462; D3R DiscoveRx beta-arrestin cells, luminescence, 90 min; max activation, %; actives 0.58% (n = 410,000); AID 652048; in the data active = max activation above about 30%; note: 0% is about no effect; mostly tested at two doses, the higher about 12 µM
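Agonist-mode cell screen: cells plated at 1500/well and incubated overnight at 37 °C, then exposed to library compounds for 90 min at 37 °C. Detection reagent was added for 30–60 min at room temperature, and luminescence was read.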
GLP1R cytotox = cytotoxicity in counter-screen for GLP-1R inverse agonists | actives 0.13% (n = 410,000) | HEK293 cAMP-luciferase reporter cells, luminescence, 24 h | AID 624418 | Potency, µM (titrated, usually from 38.3 µM), for inactives: at the top dose activity change, negative = inhibition, most hits filed as inhibitors;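 note: loss of luciferase light is scored as toxicity; potency is the fitted concentration of half-maximal effect; % is set by controls: 0 for no effect and ±100 for the full control effect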
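1536-well qHTS counterscreen of the MLSMR; 200 cells/uL, 12 h pre-incubation, 23 nL cpd, 24 h at 37 deg C 5% CO2, luciferase detection reagent, 12 min RT, luminescence. Inhibition = undesired.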
GLP1R inv ag = acts as inverse agonist at human GLP-1 receptor; P43220; HEK293 GLP-1R CRE-luciferase, luminescence, 24 h; GLP-1R form is constitutively active; Potency, µM (doses to about 38.3 µM), for inactives: at the top dose activity change, negative = inhibition, most hits filed as inhibitors; actives 1.6% (n = 410,000); note: potency is the fitted concentration of half-maximal effect; % is set by controls: 0 for no effect and ±100 for the full control effect; nearly all actives have a fitted effect of over 55% in size
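Luminescence readout: a drop in cAMP-driven luciferase signal flags inverse agonism at a constitutively active GLP-1R stably expressed in HEK293. Compound exposure lasted 24 hr at 37 deg C, 5% CO2.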
GLP-1R agonist = agonists of human GLP-1 receptor | P43220 | HEK293 GLP-1R CRE-luciferase, luminescence, 4-6 h; cells express a hypersensitive GLP-1R form | Potency, µM (highest dose often 45.6 µM), for inactives: at the top dose activation, usual class: activators | actives 0.007% (n = 380,000); note: potency is the fitted concentration of half-maximal effect; % of control where 0% means no effect
PLK1 PBD inh = inhibitors of human PLK1 polo-box domain binding. Plk1 PBD binding of FITC phosphopeptide, fluorescence polarization. Potency, µM, for the others: max response, negative = inhibition, most hits filed as inhibitors. actives 2.8% (n = 360,000); note: potency is the fitted concentration of half-maximal effect; series mostly up to about 57 µM; % is set by controls: 0 for no effect and ±100 for the full control effect; nearly all actives have a fitted effect of over 65% in size
* marks the source's active call; other numbers are inactive results; ? = inconclusive; nt = no result given; [ ] = remark or other dose. Unless noted, calls come from the whole dose curve; as a rule, active = well fitted curve in the direction sought with a large enough effect; inconclusive = small, poorly fitted or top-dose-only effect, or another doubt; inactive = no such curve, though single readings can be large; an effect the other way counts as inactive or inconclusive.

SMILES	PI5P4K alpha inh	DRD3 antagonist	WRN inhibitor	IL2 activator	D3 ag	GLP1R cytotox	GLP1R inv ag	GLP-1R agonist	PLK1 PBD inh
CN(CC(=O)Nc1ccc(F)c(F)c1F)C(=O)CC1OC(=O)c2ccccc21 (stereo unspecified)	-6	-1	2%	-1.3	-12	-4%	7%	-10%	-6%
COc1ccc(-c2nc(CS(=O)(=O)CC(=O)NCc3cccc(OC)c3OC)c(C)o2)cc1	-6	-22	-6%	-1.5	-7	0%	-30%	5%	-13%
Cc1cc(F)ccc1NC(=S)NC1CCCC1	-4	3	1%	-2.7	-1	-31%	-4%	13%	-2%
Cc1nnc(C)n1/N=C/c1cc2ccccc2nc1Cl	-5	8	5%	-0.8	4	0%	1%	8%	1%
COc1cccc(N2CCN(C(=O)c3ccc4nc(N5CCCCC5)sc4c3)CC2)c1	0	3	-8%	-2.8	6	-8%	?	9%	-9%
C[C@@H]1CN([C@@H](C)CO)C(=O)CCCn2nncc2CO[C@H]1CN(C)Cc1ccc2cccnc2c1	2	7	7%	-3.9	2	-8%	6%	-1%	6%
COc1cc(C(=O)NCCCCc2ccccc2)cc(OC)c1OC	7	29	-10%	-2.3	0	5%	?	-7%	-13%
COc1cnc(-c2ccccn2)nc1Oc1ccc(Cl)c2ccccc12	15	-94*	11%	-0.8	-7	?	0%	14%	1%
COc1ccc(-c2csc(N(CCCN(C)C)C(=O)c3ccccc3Cl)n2)cc1	17	-71*	2%	-4.9	-24	?	?	-5%	-4%
CN(C)C(=O)N1CCC(C(=O)NCc2ccccc2)CC1	nt	-12	-2%	-2.6	2	5%	-4%	-2%	-5%
COc1cc(-c2ccc3oc(-c4ccsc4)c(C#CC4(O)CCCCC4)c3c2)cc(OC)c1OC	-1	77	-6%	-0.2	36*	6%	?	-4%	-5%
COc1cccc(/C=C2/Sc3ccc(C(=O)NCCN4CCCC4)cc3NC2=O)c1	-8	-5	-1%	-0.7	4	?	?	1%	1%
COCCNc1nc2cc(-c3ccc(C)cc3)sc2c(=O)n1C	0	3	-2%[57.1 µM]	2.4	-10	8%	25%	-2%	5%
COc1ccc(Cc2nc(-c3cccs3)no2)cc1	-2	-4	-10%	0.7	-3	11%	1%	-5%	-4%
COc1ccc(/C=N/NC(=O)c2nnn(-c3nonc3N)c2C)cc1OC	1	0	11%	-2.0	4	?	2%	-6%	3%
COc1ccc(COC(=O)NC(C(=O)O)c2ccccc2)cc1 (stereo unspecified)	15	-9	8%	-1.2	-8	-23%	4%	-2%	-10%
O=C(COc1coc(CN2CCN(c3ccccc3)CC2)cc1=O)Nc1ccccc1	-12	36	-17%	1.4	4	1%	0%	9%	-2%
CC1C(c2ccc3c(c2)OCO3)c2cc3c(cc2OC1N1CCOCC1)OCO3 (stereo unspecified)	7	24	-5%	0.0	7	-22%	?	4%	-4%
COCCCNC(=S)Nc1ccc(CC(=O)O)cc1	-7	-11	-19%	-0.6	-4	17%	37%[activator]	2%	-16%
O=C(O)C1CCCCC1C(=O)N1CCN(S(=O)(=O)c2ccc(F)cc2)CC1 (stereo unspecified)	-2	9	3%	1.3	4	-5%	18%	1%	-5%
O=C(CN1CCN(S(=O)(=O)c2ccc(Cl)cc2)CC1)NC1CC1	1	13	-5%	-0.8	1	-2%	-1%	-1%	0%
O=C(CO)N/N=C/c1ccccc1F	nt	1	7%[57.1 µM]	-2.3	4	4%	6%	-1%	1%
CCOC(=O)c1cn(CC(=O)Nc2cccc(F)c2)nn1	-2	2	-6%	-2.4	0	-13%	-11%	7%	1%
N#CC1(c2nc3ccccc3[nH]2)CC1c1ccc2c(c1)OCO2 (stereo unspecified)	0	15	-12%	-1.3	-1	-5%	7%	3%	0%
Cc1noc(C)c1NC(=O)Nc1cccc2c1O[C@H](CN(C)C(=O)Nc1ccccc1)[C@@H](C)CN([C@H](C)CO)C2=O	-4	0	1%	-0.4	3	-8%	7%	-5%	2%
O=C(CS(=O)(=O)Cc1ccccc1)N1CCc2ccccc2C1	-11	?	?	0.8	0	6%	-27%	2%	-11%
CC1=NN(c2ccc(C)cc2C)C(=O)C1C(c1ccccc1)C1C(=O)N(c2ccc(C)cc2C)N=C1C (stereo unspecified)	1	22	-34%	0.2	5	-26%	-21%	-14%	19µM*
FC(F)(F)c1cc(-c2cccs2)nc(-n2cc(Cl)cn2)n1	-1	-20	-1%	-1.3	-1	-1%	?	-2%	-9%
CCOC(=O)C(Oc1ccc2c(-c3ccc(OC)cc3)cc(=O)oc2c1C)c1ccccc1 (stereo unspecified)	nt	?	4%	7.8	-5	0%	10%	-12%	-6%
COc1ccccc1CO/N=C/c1cccn1-c1nccc(N(C)C)c1C#N	8	0	-15%	0.9	-1	-26%	-7%	1%	0%

Copied from the list:
IL2 activator result of `COc1cc(-c2ccc3oc(-c4ccsc4)c(C#CC4(O)CCCCC4)c3c2)cc(OC)c1OC` → -0.2
DRD3 antagonist result of `O=C(O)C1CCCCC1C(=O)N1CCN(S(=O)(=O)c2ccc(F)cc2)CC1` (stereo unspecified) → 9

Molecules above containing a cyano group, in the order listed:
SMILES	PI5P4K alpha inh	DRD3 antagonist	WRN inhibitor	IL2 activator	D3 ag	GLP1R cytotox	GLP1R inv ag	GLP-1R agonist	PLK1 PBD inh
N#CC1(c2nc3ccccc3[nH]2)CC1c1ccc2c(c1)OCO2 (stereo unspecified)	0	15	-12%	-1.3	-1	-5%	7%	3%	0%
COc1ccccc1CO/N=C/c1cccn1-c1nccc(N(C)C)c1C#N	8	0	-15%	0.9	-1	-26%	-7%	1%	0%

Other compounds.
SMILES	PI5P4K alpha inh	DRD3 antagonist	WRN inhibitor	IL2 activator	D3 ag	GLP1R cytotox	GLP1R inv ag	GLP-1R agonist	PLK1 PBD inh
COc1ccc(-n2c(N)c(C(=O)NCC3CCCO3)c3nc4ccccc4nc32)c(OC)c1 (stereo unspecified)	nt	24	-9%	-0.8	3	275%[activator]	0%	7%	-2%
O=C(CCCCCNC(=O)N1CCn2c1nc1ccccc12)N[C@H](Cc1ccccc1)C(=O)O	-4	-29	3%	0.9	23	5%	-6%	-3%	1%
Clc1ccc(N=c2ssnc2Cl)nc1	-23	-4	51%[activator]	3.3	1	6%	6%	-6%	0.95µM*
Nc1sc(-c2ccccc2)cc1C(=O)N/N=C/c1ccc(Cl)cc1	3	11	-12%	-1.8	2	-4%	27%	15%	9%
O=C(O)c1cc(N2C(=O)C3CCCCC3C2=O)ccc1NCc1cccnc1 (stereo unspecified)	0	0	10%	0.0	-2	-10%	3%	5%	-13%
CC(C)CSc1nc(N)nc2c1ncn2C1OC(CO)C(O)C1O (stereo unspecified)	0	4	0%	2.0	6	-3%	20%	6%	-4%
COc1ccc(CC(=O)NC2CCCCCC2)c(OC)c1	-1	8	-4%	0.7	20	5%	-7%	5%	2%
COc1cc(-c2cc3nc(NCCc4ccncc4)ccn3n2)cc(OC)c1OC	2	62	-8%	-0.4	2	-17%	-13%	3%	2%
Cc1ccc(NC(=O)COC(=O)CCC(=O)c2cccs2)cc1S(=O)(=O)N1CCOCC1	nt	-17	-20%	2.1	2	2%	0%	4%	2%
CCn1cc(C(=O)NCc2cccnc2)c2cc(OC)c(OC)cc2c1=O	0	15	2%	0.0	0	2%	38%[activator]	7%	-6%
CCC1(CC)NC(=O)N(CC(=O)OCC(=O)NC(=O)c2ccccc2OC)C1=O	1	-3	-2%	-2.8	2	4%	-5%	0%	-11%
NC(=O)CSc1cn(Cc2cccc(F)c2)c2ccccc12	7	-1	-10%	-1.2	5	?	?	30%	-9%
COc1cccc(C2c3c(-c4ccccc4O)n[nH]c3C(=O)N2Cc2ccco2)c1 (stereo unspecified)	-2	5	-13%	-0.4	13	-29%	?	10%	6%
NNC(=O)c1sccc1OCc1cccc(C(F)(F)F)c1	-3	-24	-15%	0.3	-11	-7%	?	5%	-8%
CC(C)C(C)NC(=O)COc1ncnc2sccc12 (stereo unspecified)	1	-1	2%	-2.3	-12	6%	88%[activator]	2%	1%
CCn1nnc(NC(=O)C(c2ccccc2)c2ccccc2)n1	5	-23	13%	-0.1	-5	6%[7.66 µM]	0%[7.66 µM]	0%	-10%
O=C(N/N=C\c1ccccn1)c1ccccc1O	-2	?	0%	-2.3	-9	?	?	1%	-11%
Cc1ccc(Nc2nnc(-c3ccccc3N)o2)cc1C	-3	2	1%	1.2	0	-18%	13%	26%	-5%
COc1ccc(S(=O)(=O)Nc2ccc(F)c(F)c2)cc1C(=O)N1CCOCC1	2	9	-36%	2.6	1	-1%	3%	5%	0%
N#Cc1nc(-c2ccco2)oc1N1CCN(Cc2ccccc2)CC1	10	30	-8%	-0.5	-8	-2%	0%	0%	-3%
COc1ccc(C(=O)Nc2cccc3cccnc23)cc1OC	nt	17	0%	-1.1	2	-3%	99%[activator]	?	-5%
COC(=O)Cc1c(O)ccn(Cc2cccc3ccccc23)c1=O	nt	-6	-22%	-3.1	-6	-9%	2%	-8%	-2%
COc1ccc(CC(=O)Nc2ccc(S(=O)(=O)NCC3CCCO3)cc2)cc1 (stereo unspecified)	nt	3	-5%	-1.9	3	2%	2%	0%	?
CCc1ccc(N2CC(C(=O)NNC(=O)c3ccc(F)cc3)CC2=O)cc1 (stereo unspecified)	-4	-21	8%	0.4	-5	-10%	29%	2%	5%
C[C@@H]1CC2=C(C(=O)OC(C)(C)O2)[C@H](c2ccc(Cl)cc2)O1	-4	-24	3%	0.2	-7	1%	16%	-2%	0%
CC(C)CN(Cc1cc(=O)oc2cc(-c3ccccc3)c(O)cc12)CC(C)C	-3	69	-1%	0.6	2	-18%	?	-2%	30µM*
COc1ccccc1NS(=O)(=O)c1cccc(C(=O)N2CC(C)OC(C)C2)c1 (stereo unspecified)	-8	19	-4%	-0.8	0	1%	14%	-2%	2%
C[C@H]1CN([C@@H](C)CO)C(=O)CCCn2cc(nn2)CO[C@@H]1CN(C)S(C)(=O)=O	5	-20	-2%	-3.1	-7	1%	5%	9%	?
O=C(NCCc1ccccc1)c1ccc([N+](=O)[O-])cc1	5	-9	8%	-0.5	-4	-15%	?	-29%	-2%

Hits appear at their usual frequency; 7.8% or so of the library scored in one or more.
